Screens deposited in PubChem by several laboratories.
S1P2 ag: S1P2 (human) receptor agonism | activation, % at 4.5 µM | hit rate 0.46% among 97,000 | O95136 | S1P2-expressing cell line, agonist reporter read-out; in the data active = activation above about 16%;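 note: 0% = vehicle low control and 100% = maximal reference agonist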
Target sequence (O95136 whole entry, looked up): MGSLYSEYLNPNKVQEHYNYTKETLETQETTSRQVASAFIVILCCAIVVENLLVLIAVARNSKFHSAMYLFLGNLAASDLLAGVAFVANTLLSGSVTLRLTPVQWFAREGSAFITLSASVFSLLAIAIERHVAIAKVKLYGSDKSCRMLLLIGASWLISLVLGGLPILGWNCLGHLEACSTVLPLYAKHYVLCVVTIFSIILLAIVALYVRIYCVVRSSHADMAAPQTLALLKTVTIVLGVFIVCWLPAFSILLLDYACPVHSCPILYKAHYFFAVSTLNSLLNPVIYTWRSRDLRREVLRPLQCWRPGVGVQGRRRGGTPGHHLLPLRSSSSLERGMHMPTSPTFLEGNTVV
PLAP activator: activates human placental alkaline phosphatase | purified PLAP enzyme, luminescent substrate read-out; stronger effect = higher value | activation fold at 20 µM | hit rate 1.2% among 96,000 | AID 696; in the data active = activation fold above about 2
E coli WT exp: blocks growth of wild type E. coli BW25113. OD600 absorbance. hit rate 0.15% among 98,000. growth inhibition, % at 100 µM. AID 710;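 active = growth inhibition above about 50% at one test dose, limit read from the data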;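 note: growth measured after 20 h incubation at 37 °C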
PostGolgi yeast: growth inhibition of a yeast mutant, post-Golgi transport screen | post-Golgi transport phenotypic cell assay | AID 739 | hit rate 0.9% among 98,000 | inhibition, % at 10 µM;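 note: yeast cells grown in 1536-well plates; yeast grown about 18 h at 30C before absorbance read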
Mac1 fbg inh: inhibitors of human CD11b/CD18 binding to fibrinogen; K562 CD11b/CD18 adhesion to fibrinogen, ATPlite luminescence; Mn2+ added to activate the integrin; inhibition, % at 10 µM; hit rate 0.54% among 93,000;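 active = primary inhibition of 50% or more at 10 µM, then 40% or more on retest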; note: some results filed as inactive read as strong as hits
sEH act: soluble epoxide hydrolase (human) activation | P34913 | purified human sEH enzymatic activity, activator screen | activation, % at 2 µM | hit rate 0.04% among 91,000; in the data active = activation above about 37%; note: values of inactives mirror those of a sister screen read the other way
Target sequence (P34913 whole entry, looked up): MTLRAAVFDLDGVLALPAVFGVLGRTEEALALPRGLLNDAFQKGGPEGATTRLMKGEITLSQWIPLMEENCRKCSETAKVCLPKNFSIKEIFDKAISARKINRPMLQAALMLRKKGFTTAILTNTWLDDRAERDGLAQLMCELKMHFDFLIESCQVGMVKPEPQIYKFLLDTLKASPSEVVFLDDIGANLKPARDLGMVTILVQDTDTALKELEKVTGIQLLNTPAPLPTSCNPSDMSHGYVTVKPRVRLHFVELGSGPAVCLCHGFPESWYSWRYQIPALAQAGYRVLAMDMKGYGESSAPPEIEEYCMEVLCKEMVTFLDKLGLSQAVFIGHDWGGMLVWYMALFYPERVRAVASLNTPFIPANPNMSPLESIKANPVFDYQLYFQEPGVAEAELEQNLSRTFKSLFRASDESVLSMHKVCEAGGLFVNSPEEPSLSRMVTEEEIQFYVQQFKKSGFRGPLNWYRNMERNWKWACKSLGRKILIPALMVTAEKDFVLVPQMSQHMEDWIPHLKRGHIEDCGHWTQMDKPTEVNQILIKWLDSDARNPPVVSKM
sEH inh: inhibitors of human soluble epoxide hydrolase; hit rate 0.34% among 91,000; recombinant human sEH enzymatic activity assay; AID 707; inhibition, % at 2 µM; in the data active = inhibition above about 80%; note: values of inactives mirror those of a sister screen read the other way; many of its hits are not listed in these tables
PostGolgi ctrl: growth of the yeast control strain, post-Golgi counter-screen; efflux-deficient yeast background strain, growth absorbance A615, 16 h; inhibition, % at 10 µM; hit rate 5% among 98,000; AID 738
S1P2 antag: antagonists of human S1P2 receptor. O95136. cell-based S1P2 antagonist assay, inhibition at 5 uM. inhibition, % at 5 µM. hit rate 0.21% among 97,000. AID 736; in the data active = inhibition above about 45%;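 note: CRE beta-lactamase reporter cells expressing human S1P2 stimulated with S1P; 0% = agonist at EC80 alone and 100% = agonist plus reference antagonist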
Starred values were filed as active, the others as inactive; · = not tested or not shown. Cut-off read from the data, not from the text of the source, unless noted: active = inhibition above about 30%; inactive = the rest. Compounds as they come; 7.1% or so of the library scored in one or more.

SMILES	S1P2 ag	PLAP activator	E coli WT exp	PostGolgi yeast	Mac1 fbg inh	sEH act	sEH inh	PostGolgi ctrl	S1P2 antag
O=C(NCc1ccc(C(F)(F)F)cc1)C1CC(c2c(Cl)cccc2Cl)=NO1 (stereo not drawn)	-4	0.9	3	6	-3	-17	18	11	11
Cn1c(/C(C#N)=C(\O)COc2ccc3ccccc3c2)nc2ccccc21	·	1.3	-2	-1	6	·	·	-3	·
COCCNC(=O)C(=O)NCCN1CCOCC1	-4	·	·	·	·	-2	5	·	-8
Cc1ccc2[nH]c(=O)c(CN(Cc3ccco3)C(=O)c3cccs3)cc2c1	1	·	-3	6	·	5	-4	3	-21
Cc1ccc(C)c(NS(=O)(=O)c2cc(Br)cnc2N)c1	-2	1.1	2	-5	21	·	·	20	-13
O=c1c2ccccc2nc2n1-c1ccccc1CCC2	0	0.8	-2	8	-16	-6	8	4	-8
O=C(c1ccc2c(c1)OCO2)N1CCN(c2ccccc2F)CC1	-2	1.1	6	0	-18	-5	8	13	-3
C=COCCn1c(-c2nonc2N)nc2ccccc21	-8	1	-4	-7	7	-18	17	-6	-4
Cc1ccc(NC(=O)c2c(Cl)n(C)c3ccccc23)cc1	-4	1.1	-3	-7	35	-10	8	16	-8
COc1ccc(-c2cc(C(=O)N3CCN(c4ccccn4)CC3)c3ccccc3n2)cc1	-4	1	-9	20	44	-7	5	13	-2
CCOC(=O)c1oc2c(O)c(O)ccc2c(=O)c1-c1nncn1-c1ccccc1	-5	1	-3	5	2	19	-20	13	-11
COc1cc2nc(SCc3ccc(F)cc3)n(Cc3cccs3)c(=N)c2cc1OC	-6	1.1	2	14	·	-7	10	9	0
Cc1ccc(-c2nnc(C)c(N3CCOCC3)n2)cc1	-3	1.1	4	10	22	1	-3	-2	4
O=S(=O)(Nn1cnnc1)c1ccccc1	0	·	·	·	·	13	-8	·	-19
CC1CCN(c2nc3c(c(=O)[nH]c(=O)n3C)n2Cc2ccccc2Cl)CC1	2	·	-9	-1	·	-12	14	40*	-8
CCCCCC1NC(=O)NC1CCCCCC(=O)O (stereo not drawn)	-2	0.9	-10	-16	-34	3	-5	22	17
COc1ccc(C(=O)Nc2cccc(-c3nnc(-c4ccco4)o3)c2)cc1	-6	1.6	-24	0	12	17	-19	31*	23
O=C(CCS(=O)(=O)c1cccc2nonc12)NC1CCCCCC1	·	1.1	7	22	24	·	·	-4	·
CSc1ccc2[nH]c(=O)cc(C)c2c1	-5	1	6	-3	-4	4	-6	3	-7
COC(=O)CSc1nsc(SCC(=O)OC)c1C#N	-1	0.9	2	4	-17	-1	0	4	4
Cc1ccc(Cn2ncn3c(cc4ccccc43)c2=O)cc1	-5	0.9	1	2	-1	-5	5	35*	2
O=C(CSc1nncn1-c1ccccc1)Nc1ccc(N2CCOCC2)cc1	-12	0.9	-3	-6	-6	4	-3	1	11
CC(C)Oc1ccc(CSc2nnc3n(C)c(=O)c4c5c(sc4n23)CCCC5)cc1	-6	·	·	·	·	-9	10	·	-4
CC(=O)NCCOc1ccc(C(=O)O)cc1	-1	1.1	-4	-7	18	-14	14	11	10
CC1=C(C(=O)Nc2ccc([N+](=O)[O-])cc2)C(c2cccc(C(F)(F)F)c2)NC(=S)N1c1ccccc1 (stereo not drawn)	-4	1	-7	1	3	2	1	21	-7
CCc1ccc2nc3n[nH]c(N)c3cc2c1	-5	0.9	4	-1	·	-4	3	-1	11
CC1CCN(c2nc3nonc3nc2N2CCC(C)CC2)CC1	0	·	·	·	·	-4	4	·	-9
CCOC(=O)C(NC=O)(NC(C)(C)C)C(=O)OCC	-5	1.2	3	-2	-10	4	-2	12	13
COc1ccc(NS(=O)(=O)c2ccc3oc(Nc4ccc5c(c4)OCCO5)nc3c2)cc1	-6	1.1	-11	-7	·	-6	10	13	19
Cc1nc2ccccc2c(=O)n1NC(=O)Nc1ccccc1	-2	1	14	-3	2	6	-4	12	-8

Entries of single compounds, looked up by structure. Order of values: S1P2 ag	PLAP activator	E coli WT exp	PostGolgi yeast	Mac1 fbg inh	sEH act	sEH inh	PostGolgi ctrl	S1P2 antag
CCc1ccc2nc3n[nH]c(N)c3cc2c1 across the screens: -5	0.9	4	-1	·	-4	3	-1	11
O=C(CCS(=O)(=O)c1cccc2nonc12)NC1CCCCCC1 across the screens: ·	1.1	7	22	24	·	·	-4	·
CSc1ccc2[nH]c(=O)cc(C)c2c1 across the screens: -5	1	6	-3	-4	4	-6	3	-7
CC1=C(C(=O)Nc2ccc([N+](=O)[O-])cc2)C(c2cccc(C(F)(F)F)c2)NC(=S)N1c1ccccc1 (stereo not drawn) across the screens: -4	1	-7	1	3	2	1	21	-7
CCOC(=O)C(NC=O)(NC(C)(C)C)C(=O)OCC across the screens: -5	1.2	3	-2	-10	4	-2	12	13

Additional structures follow.
SMILES	S1P2 ag	PLAP activator	E coli WT exp	PostGolgi yeast	Mac1 fbg inh	sEH act	sEH inh	PostGolgi ctrl	S1P2 antag
Cc1[nH]n(C(C)(C)C)c(=O)c1Sc1ccccc1	-2	1.1	-3	16	12	3	-4	-5	7
O=S(=O)(NCc1cn2ccsc2n1)c1cccs1	-9	1.2	13	-4	7	14	-12	-15	20
O=C(NCc1ccco1)c1ccc2c(=O)n(-c3ccccc3)c(=S)[nH]c2c1	-5	0.8	-7	11	·	4	-7	-2	-2
NC(=O)C1CCN(C(=O)CN(c2cccc(C(F)(F)F)c2)S(=O)(=O)c2ccccc2)CC1	-3	1.1	0	-2	9	-10	9	2	-7
Cc1nn(Cc2c(Cl)cccc2Cl)c(C)c1N	-3	·	·	·	·	-11	10	·	16
Cc1ccc(CSc2nc3sc(C)c(C)c3c(=O)n2Cc2ccco2)cc1	-2	1.1	-15	-6	-7	-9	12	3	1
Cc1nn(CC(=O)Nc2ccccn2)c(=O)c2ccccc12	-5	0.9	7	1	-19	1	4	5	4
CCOCCCNc1ncnc2c1[nH]c1ccccc12	-5	1.1	22	1	38	-6	6	-1	20
CN(C)c1ccc(/C=N\NC(=S)SCN2C(=O)C3CCC(C)(C2=O)C3(C)C)cc1 (stereo not drawn)	-3	·	·	·	·	-10	9	·	16
COc1ccc(F)cc1S(=O)(=O)N1CCCC(C)C1 (stereo not drawn)	-6	0.9	3	-5	3	-6	7	5	-4
COc1ccc(C2=NOC(C(=O)N3CCOCC3)C2)cc1OC (stereo not drawn)	-5	0.9	-1	-3	·	9	-9	4	24
Cc1cc(=O)oc2c(CN3CCN(C)CC3)c(O)c(Cl)cc12	·	0.8	1	-1	-29	·	·	9	·
CCCCNC(=O)C1CC(c2c(Cl)cccc2Cl)=NO1 (stereo not drawn)	-7	1	7	0	5	-2	3	7	18
CC1=C(C(=O)OC(C)C)C(C2CC=CCC2)NC(=O)N1 (stereo not drawn)	-3	0.9	5	12	1	·	·	8	8
CCC(=O)c1ccc(OCC(=O)Nc2nn3cnnc3s2)cc1	-6	1.1	-12	8	-4	-2	3	4	10
CCn1c(SCC(=O)N2CCN(c3ccccc3)CC2)nnc1-c1cc2cc(Cl)ccc2o1	-3	0.9	-7	19	-4	-1	-1	-4	16
CCOc1cc(-n2cnnn2)c(OCC)cc1NC(=O)c1cc2ccc(N(CC)CC)cc2oc1=O	-2	·	·	·	·	-10	10	·	6
O=S(=O)(Nc1ccc(-c2nc3ccccc3o2)cc1)c1ccccc1	-6	1.5	0	-2	15	-1	1	39*	-18
COc1ccc(CCNC(=O)c2sc3cc(C)ccc3c2Cl)cc1	-8	0.8	-15	4	4	13	-10	-3	10
O=C(CC(c1ccccc1)c1ccccc1)Nc1ccc2c(c1)OCCO2	-6	1	-22	-9	·	-15	16	8	15
C/C(=N\N=C\c1ccccc1)c1nnn(-c2nonc2N)c1C	-6	1	-6	-6	-1	9	-6	-7	-8
COc1ccc2nc3oc(C(=O)N4CCCCC4)cc3cc2c1	-6	·	6	-5	·	0	-1	-2	14
CC(=O)c1ccc(OC(=O)c2ccc(Br)o2)cc1	-7	1.1	-2	4	12	4	-6	2	-10
CCc1ccc(NC(=O)CSc2nnc(-c3cccs3)n2CC)cc1	0	0.8	-11	-4	-3	-2	3	8	-1
COc1cc(CNCC(C)C)c(Br)cc1OCC(=O)NCc1ccccc1	-11	·	·	·	·	5	-2	·	0
O=C(CSc1nnnn1-c1ccccc1)Nc1nsc(-c2ccccc2)n1	-7	1	-4	1	-6	-17	15	18	17
CC(C)Cc1ccc(/C(=N/O)C(=O)O)s1	0	1.2	5	7	-19	-9	8	16	29
CC1=CCC2C(=O)N(c3cccc(C(=O)N(C)C4CCCCC4)c3)C(=O)C2C1 (stereo not drawn)	-10	1.7	6	5	-7	-5	5	4	9
O=C(CN1CCN(c2ncc(C(F)(F)F)cc2Cl)CC1)N1CCN(c2ncc(C(F)(F)F)cc2Cl)CC1	-2	1.7	-1	-4	10	-2	-1	30*	-3
CSc1nnc2c(n1)OC(C)N(C(=O)c1ccccc1)c1ccccc1-2 (stereo not drawn)	-3	0.9	-3	10	·	-6	8	-8	-10
O=C(O)CCN1C(=O)CC2(CCCCC2)C1=O	-4	1.1	-9	-4	4	1	2	2	7
CC1(C)Cc2c(C#N)c(N)sc(=S)c2CS1	-3	1.1	0	1	0	2	-2	3	19
CCOc1ccc(C(O)c2nccn2C)cc1 (stereo not drawn)	-4	0.9	5	4	·	-2	0	-1	7
CCCS(=O)(=O)N1CCCC(C(=O)N2CCC(Cc3ccccc3)CC2)C1 (stereo not drawn)	-8	1.6	-4	-13	-33	-2	6	5	3
O=C(CCN1C(=O)C2C3C=CC(C3)C2C1=O)Nc1ccc2c(c1)OCO2 (stereo not drawn)	-7	1	-2	-6	·	·	·	0	7
CC1CCN(C(=O)CSc2nc3c(cnn3-c3ccccc3)c(=O)[nH]2)CC1	-6	1.3	1	-10	6	-8	8	18	5
CCn1c(C)cc(/C=C2\SC(=O)N(CC(=O)Nc3ccc(C)c(C)c3)C2=O)c1C	-2	1	-11	13	·	-5	6	14	9
O=C(CC1SCCNC1=O)Nc1cc(Cl)cc(Cl)c1 (stereo not drawn)	-9	0.7	-2	-2	-31	-5	5	11	3
CCN(CCO)c1nc(SC)nc2c1sc1nc(-c3ccco3)c3c(c12)CCC3	-4	1.6	2	1	1	-5	8	11	-28
O=C(c1ccccn1)N(Cc1cc2ccccc2[nH]c1=O)C1CCCCC1	-1	1.1	-7	19	-20	11	-12	-5	-34
O=C(COC(=O)CNC(=O)c1ccco1)NCCN1C(=O)CSC1=O	-10	1	0	-2	-8	18	-19	4	2
CC(C)Nc1nc(NC(C)(C)C)nc(Oc2ccc(=O)n(-c3ccccc3)n2)n1	-3	1.3	4	1	·	-13	15	8	-10
Cc1ccc(SC(=O)COc2ccc(C)c(C)c2)cc1	-6	1	7	35*	·	4	0	-4	11
CSCCC(NC(=O)c1ccccc1)C(=O)NC1CCCC1 (stereo not drawn)	-4	0.9	-6	5	2	17	-24	-4	8
Cc1cccc(-n2c(O)c(C=NCCCN3CCOCC3)c3ccccc3c2=O)c1	-4	1.9	1	-10	34	8	-7	16	-4

2 compounds picked at random from the list so far, as already listed:
SMILES	S1P2 ag	PLAP activator	E coli WT exp	PostGolgi yeast	Mac1 fbg inh	sEH act	sEH inh	PostGolgi ctrl	S1P2 antag
CCn1c(SCC(=O)N2CCN(c3ccccc3)CC2)nnc1-c1cc2cc(Cl)ccc2o1	-3	0.9	-7	19	-4	-1	-1	-4	16
Cc1ccc(-c2nnc(C)c(N3CCOCC3)n2)cc1	-3	1.1	4	10	22	1	-3	-2	4

(cont.)
SMILES	S1P2 ag	PLAP activator	E coli WT exp	PostGolgi yeast	Mac1 fbg inh	sEH act	sEH inh	PostGolgi ctrl	S1P2 antag
Cc1ccc(-c2csc3ncn(-n4c(C)ccc4C)c(=O)c23)o1	-4	1.1	-9	-1	3	5	-6	4	7
CCc1cc(Br)ccc1NC(=O)C1CCCO1 (stereo not drawn)	-4	1	1	0	-16	5	-2	1	-26
CCN1C(=O)/C(=C2\C=Cc3ccccc3N2CC)OC1=S	-5	·	·	·	·	-5	3	·	16
CCc1ccccc1SCc1noc(C(=O)NCC2CCCO2)c1C(=O)O (stereo not drawn)	-3	1.1	-8	-7	·	6	0	25	19
Cc1cccc2sc(NC(=O)C3c4ccccc4Oc4ccccc43)nc12	-2	0.9	-14	53*	0	7	-5	58*	6
CSc1nc2n(n1)C(c1cccc(F)c1)C(C(=O)Nc1ccc(C)cc1C)=C(C)N2 (stereo not drawn)	-12	0.5	-4	6	·	-7	4	6	8
O=C(CSc1ncccn1)Nn1cnnc1	·	0.9	-6	-2	-1	·	·	-6	·
CCSc1nc2c(c(=O)n1Cc1ccccc1)SC(C)C2 (stereo not drawn)	-1	0.8	-2	1	-19	-5	8	33*	-35
